Screening results from PubChem.
S100A4 MyoIIA: blocks human S100A4 binding to myosin IIA peptide; S100A4/TAMRA-MyoIIA peptide fluorescence polarization; P26447; inhibition, % at 10.7 µM; hit rate 0.14% among 360,000;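 active means mean inhibition of at least 70% across replicates, with every replicate also reaching that level; inconclusive means mean inhibition reaches 70% but some replicates fall short; inactive means mean inhibition below 70%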
Target sequence (P26447 whole entry, looked up): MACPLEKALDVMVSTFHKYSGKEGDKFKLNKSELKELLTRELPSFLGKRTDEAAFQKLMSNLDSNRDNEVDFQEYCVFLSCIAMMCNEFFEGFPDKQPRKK
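Assay system: human S100A4 monomer with TAMRA-labelled myosin IIA peptide / Buffer or medium: Calcium-containing HEPES buffer, pH 7.2 / Reagent: TAMRA-labelled myosin IIA heavy-chain peptide probe, 5 nM / Compound: one dose per compound / Timing: polarization read 5 min after assay mix addition, stable 5–60 min / Benchmarks: neutral control DMSO, positive control TFP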
PglD inh: blocks C. jejuni PglD acetyltransferase activity. purified PglD enzyme, DTNB colorimetric CoA detection. inhibition, % at 12.5 µM. hit rate 0.098% among 360,000. AID 602405; in the data active means inhibition above about 16%, passing the limit was not always enough; inconclusive means no clear call, values can overlap the other calls; further: strong numbers were not always called active
E-sel inducer: E-selectin induction on HUVECs; activation, % at 7.58 µM; P16581; HUVEC E-selectin immunofluorescence imaging; normalized: neutral wells 0, TNF-alpha wells 100; hit rate 0.37% among 260,000;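 active means mean E-selectin-positive cell signal at least 10% of the positive control, reached in at least 60% of replicates, without over 20% cell loss; inconclusive means no rule given, readout overlaps actives, possibly toxicity-flagged; inactive means the rest, including those meeting only one limit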;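 further: in these data hits start at about 27%; measured in HUVEC primary endothelial cells; signal is the percent of cells scored E-selectin positive by PE staining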
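Read-out basis: % PE-positive cells; Test system: HUVEC primary endothelial cells; Technique: immunofluorescence imaging; Dosing: single-point compound dose.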
DENV2 CPE rescue: DENV2-induced cell death inhibition; AID 651640; CPE inhibition, % at 9.99 µM; hit rate 1.7% among 350,000; DENV2-infected cells, cytopathic effect rescue, plate reader; in the data active means CPE inhibition above about 20%, passing the limit was not always enough; inconclusive means no clear call, values can overlap the other calls; tested in BHK-21 cells;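 further: 0% = median of neutral control wells and 100% = median of positive control wells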
Statin myotox sup: protects C2C12 myotubes from simvastatin toxicity; rescue of ATP level, % at 7.49 µM; ATP luminescence, 48 h; scaled: DMSO 0, geranylgeraniol control 100; AID 602340; hit rate 0.78% among 330,000;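 active means mean ATP rescue above about 67%, or every replicate alone reaching that limit, limit read from the data, passing the limit was not always enough; inconclusive means no clear call, values can overlap the other calls; inactive means mean under the limit and some replicate under it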;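 further: myotubes were challenged with 10 µM simvastatin during compound exposure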
ERp5 inh: blocks human ERp5 reductase activity on insulin; ERp5 insulin aggregation, absorbance 650 nm, 90 min; hit rate 0.05% among 350,000; inhibition, % at 9.99 µM; Q15084;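 active means mean replicate inhibition above about 25%, with every replicate also reaching it, limit read from the data, passing the limit was not always enough; inconclusive means only one of those two criteria met; inactive means neither criterion met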
Target sequence (Q15084 whole entry, looked up): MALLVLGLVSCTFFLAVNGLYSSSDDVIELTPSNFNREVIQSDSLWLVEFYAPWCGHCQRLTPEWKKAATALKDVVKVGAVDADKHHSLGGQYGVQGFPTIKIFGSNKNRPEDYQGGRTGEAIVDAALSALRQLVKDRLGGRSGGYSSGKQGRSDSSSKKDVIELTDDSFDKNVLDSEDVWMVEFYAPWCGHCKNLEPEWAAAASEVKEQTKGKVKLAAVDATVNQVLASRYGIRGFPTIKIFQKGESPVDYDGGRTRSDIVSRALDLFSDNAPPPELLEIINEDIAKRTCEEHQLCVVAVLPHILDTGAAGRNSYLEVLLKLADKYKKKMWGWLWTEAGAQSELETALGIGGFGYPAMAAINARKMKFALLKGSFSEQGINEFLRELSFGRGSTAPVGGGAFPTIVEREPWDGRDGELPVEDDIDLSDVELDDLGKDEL
SIRT5 inh: blocks human SIRT5 desuccinylation of peptide | Q9NXA8 | Purified SirT5, succinyl-peptide AMC, trypsin-coupled fluorescence | inhibition, % at 15 µM | hit rate 1.1% among 330,000; in the data active means inhibition above about 15%; inconclusive means no clear call, values can overlap the other calls
Target sequence (Q9NXA8 whole entry, looked up): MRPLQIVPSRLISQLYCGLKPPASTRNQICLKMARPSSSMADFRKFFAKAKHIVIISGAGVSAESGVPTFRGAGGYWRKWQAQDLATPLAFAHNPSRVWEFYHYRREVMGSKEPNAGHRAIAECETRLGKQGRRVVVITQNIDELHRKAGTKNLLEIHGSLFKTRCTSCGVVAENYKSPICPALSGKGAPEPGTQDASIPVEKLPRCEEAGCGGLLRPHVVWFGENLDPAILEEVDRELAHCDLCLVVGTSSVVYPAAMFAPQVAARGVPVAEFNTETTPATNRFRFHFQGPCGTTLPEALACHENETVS
The depositor's hits bear a star; u = inconclusive; x = not tested or not shown; & = joins results of further samples; ! = not active in a repeat.

Fields: S100A4 MyoIIA, PglD inh, E-sel inducer, DENV2 CPE rescue, Statin myotox sup, ERp5 inh, SIRT5 inh
CCN(CC)S(=O)(=O)c1ccc(N2CCCC2)c(NC(=O)c2ccncc2)c1
    -0.3, 0.4, -0.1, 4.3, 13.5, 4.1, 2.3
O=C(C[C@H]1CC[C@@H](NC(=O)C2CCOCC2)[C@H](CO)O1)NCc1ccccc1Cl
    54.1, -1.5, -0.3, -14.9, -7.3, 0.3, 8.3
CCc1ccc(-c2cc3c(=O)n(CC(=O)NCCCN4CCN(Cc5ccccc5)CC4)nc(C)n3n2)cc1
    6.4, 4.5, x, -1.3, -7.3, 1.4, -2.6
C[C@@H]1CN([C@@H](C)CO)C(=O)c2cc(Br)cnc2O[C@H]1CN(C)Cc1cccc(F)c1
    -74.7&-4.3, 6.6&1.5, -0.2, -6.1&-2.3, x, 36.9*!, -5.0&1.3
CC(=O)OCC1=C(C(=O)O)N2C(=O)C(NC(=O)C(C)Cn3nc(C)c(Cl)c3C)C2SC1 (centres undefined)
    -4.1, x, 2.4, -2.7, x, 2.8, 0.1
CN(C)CC(C)(C)CN=Cc1c(O)[nH]c2ccccc12
    -2.4, -7.7, 0.0, 2.2, 1.8, 0.3, -4.9
C[C@@H]1CN([C@H](C)CO)C(=O)c2cc(NS(=O)(=O)c3cccs3)ccc2O[C@@H](C)CCCCO[C@H]1CN(C)Cc1ccc2c(c1)OCO2
    x, 1.2, 0.0, 54.6*, x, x, x
COc1cccc(C2C(C(=O)c3ccco3)=C(O)C(=O)N2CCN(C)C)c1OC (centres undefined)
    -0.1, x, 0.6, -4.2, x, 5.1, -0.3
CCCCN(C(=O)CC1OC(=O)c2ccccc21)c1c(N)n(CCCC)c(=O)[nH]c1=O (centres undefined)
    7.2, -5.9, -0.1, 1.9, 0.8, -4.0, -1.6
CC(C)(C)c1ccc(NC(=O)CSc2n[nH]c(=O)n2C2CC2)cc1
    -4.4, -5.6, -1.2, -1.1, -8.3, 2.7, -0.8
O=C(O)CC1CCC1CC(=O)O (centres undefined)
    1.0, x, 0.5, 0.1, x, 2.1, -2.3
C[C@@H]1CCCCO[C@H](CN(C)C(=O)Nc2ccc(C(F)(F)F)cc2)[C@@H](C)CN([C@H](C)CO)C(=O)c2cc(NS(=O)(=O)c3ccc(F)cc3)ccc2O1
    -4.0, -0.1, x, 21.4*, x, -1.3, -2.1
CC(C)NC(=O)Nc1ccc2c(c1)CC(=O)N([C@@H](C)CO)C[C@@H](C)[C@H](CN(C)S(=O)(=O)c1ccc(Cl)cc1)O2
    -45.0, 0.4, x, -0.4, 8.1, -2.5, 2.2
Cc1ccc(C(=O)NCc2nnc(SCC(=O)Nc3ccccc3)n2C)cc1
    x, 17.0, 0.0, x, 6.1, x, x
CN(c1ccc(C(=O)Nc2cccc([N+](=O)[O-])c2)cc1)S(C)(=O)=O
    -4.5, x, x, 1.5, x, -0.1, 0.8
COc1cccc(-c2nc(CS(=O)(=O)CC(=O)N3CCN(C)CC3)c(C)o2)c1
    -1.9, 9.6, x, -6.8, -1.2, -2.8, -1.4
COc1ccc(OCCN2C(=O)c3ccccc3C2=O)cc1
    3.7, 1.4, x, 5.9, -1.3, -0.4, 12.8
C[C@@H]1CN([C@H](C)CO)C(=O)c2cc(NC(=O)c3ccncc3)ccc2O[C@@H]1CN(C)Cc1ccc(C(F)(F)F)cc1
    32.9, -0.2, -10.7, -13.0, -11.1, -2.4, 3.0
COC(=O)c1ccc(CO/N=C/c2cccc([N+](=O)[O-])c2)cc1
    -5.7, -5.8, 0.9, 1.6, -2.3, -2.8, -0.4
O=C(O)C[C@@H]1C[C@@H]2c3cc(NC(=O)c4cccnc4)ccc3O[C@@H]2[C@@H](CO)O1
    21.7, x, 0.0, -12.3, x, -2.7, -2.1
COc1ccc(NC(=O)C2CCCN(S(=O)(=O)c3c(C)n[nH]c3C)C2)cc1OC (centres undefined)
    1.6, x, -0.6, 1.1, x, 2.2, 1.6
O=C(NNc1ccc([N+](=O)[O-])cn1)Nc1ccc(N=Nc2ccccc2)cc1
    -2.5, 0.9, 0.2, 7.5, 3.0, -0.3, x
COc1ccccc1NC(=O)N1C[C@@H](O)COC[C@H]2O[C@@H](CC(=O)N3CCC(Cc4ccccc4)CC3)CC[C@@H]21
    x, 0.9, 0.1, -1.7, 10.2, x, x
CC(=O)N1CC(=O)N2[C@H](CO)[C@@H](c3ccc(-c4ccc(C(=O)N(C)C)cc4)cc3)[C@@H]2C1
    2.9, x, -0.3, u, x, -5.6, -2.0
O=[N+]([O-])c1c(NCCO)cc(N2CCCCCC2)c2nonc12
    8.2, -8.5, x, -9.0, 7.9, 1.8, -5.6
COC(=O)[C@@]12C[C@@H](CC(=O)NCCc3ccccc3OC)C(=O)N(CCc3ccc(OC)c(OC)c3)C1=CCC(C)(C)C2
    -1.7, x, 0.3, 4.3, x, 2.5, -5.6
Cc1ccc2cc(CCNC(=O)c3ccc4c(c3)OCO4)c(=O)[nH]c2c1C
    5.3, -3.5, -0.2, 0.3, 29.3, -1.1, 2.1
COCCNc1nc(SC)nc2sc3c(c12)CCN(C)C3
    -10.0, -2.9, x, 3.9, 6.8, -3.6, -21.3
O=C(C[C@@H]1C=C[C@@H](NC(=O)c2ccc3c(c2)OCO3)[C@@H](CO)O1)NC1Cc2ccccc2C1
    -4.5, -0.9, -0.1, 12.3, 4.1, -4.6, 0.9
O=C(Cc1cccs1)Nc1cc(S(=O)(=O)N2CCCCC2)ccc1Cl
    -0.9, 4.2, x, 14.2, -0.8, 5.7, 0.6
O=C(Nc1nnc(-c2cccs2)o1)c1cc(-c2ccccc2)nc2ccccc12
    -1.1, 4.2, 0.0, u, x, 2.7, 6.5
COc1ccc(NC(=O)N(C)C[C@@H]2Oc3c(NC(=O)C4CC4)cccc3C(=O)N([C@H](C)CO)C[C@@H]2C)cc1
    -33.7, 12.0, 0.4, u, -4.0, 14.1, -1.9
C[C@@H]1CN([C@@H](C)CO)C(=O)c2cc(C#CC3CC3)cnc2O[C@@H]1CN(C)Cc1cccc(C(=O)O)c1
    -1.1, -1.3, -0.1, -4.3, -0.8, 1.2, -4.6
CN1C(=O)c2cccc3c(Br)ccc(c23)C1=O
    -2.9, 0.7, x, -0.1, x, 0.1, -2.4
Cc1cc(C)c[n+](-c2nc3ccccc3nc2[N-]S(=O)(=O)c2cccs2)c1
    1.2, x, x, -3.5, x, -16.0, -0.4
CCN(CC(=O)Nc1ccc(NC(C)=O)cc1)C(=O)c1cc([N+](=O)[O-])ccc1Sc1ccc(Cl)cc1
    -4.8, -1.6, x, 0.1, 23.9, 2.2, 1.0
CS(=O)(=O)N(CC(=O)NCc1ccco1)c1ccc(Cl)cc1Cl
    0.9, -4.0, x, 1.5, 0.9, 4.7, 0.7
CC(C)COC(=O)N1CCN(S(=O)(=O)c2ccc3c(c2)CCC3)CC1
    4.1, 1.0, x, 7.9, 4.2, 4.2, -4.1
CSc1cccc(NC(=O)C2CC(=O)N(c3ccc4c(c3)OCCO4)C2)c1 (centres undefined)
    0.1, 0.8, -0.1, -5.9, 0.8, -0.2, -0.7
Cc1onc(-c2c(F)cccc2Cl)c1C(=O)NC1CCCCCC1
    -4.7, 5.3, x, -2.7, -5.4, 6.4, -0.7
CC(C)N(C(=S)NCc1ccccc1)c1ccccc1
    -3.4, x, x, 0.3, x, -4.2, -0.8
CCC(=O)Nc1cccc(NC(=S)NC(=O)c2ccccc2)c1
    1.6, x, x, -0.9, x, -2.4, -2.4
COC(=O)[C@H]1[C@H](CO)[C@H]2Cn3c(ccc(-c4ccccc4F)c3=O)[C@H]2N1CC1CCCC1
    1.1, -2.4, -0.1, -14.9, 25.1, 3.2, 1.7
CCN(CCOC(=O)Nc1ccc(Cl)cc1)C(=O)Nc1ccc(Cl)cc1
    -2.7, x, -0.1, -4.2, x, 2.4, x
COc1cccc(NC(=S)N/N=C2\CC3CCC2(C)C3(C)C)c1 (centres undefined)
    3.7, 7.6, x, 7.8, -13.2, 3.7, -2.9
O=C(O)C(c1ccccc1)N1C(=O)/C(=C\c2ccc(O)c(O)c2)SC1=S (centres undefined)
    -10.7, x, x, -2.0, x, 3.8, 8.9
Cc1noc(C)c1S(=O)(=O)N(C)C[C@H]1OCCCC[C@@H](C)Oc2ccc(NC(=O)c3ccccc3)cc2C(=O)N([C@@H](C)CO)C[C@H]1C
    6.0, 1.2, 1.2, -2.3, x, 1.3, 3.8
COC(=O)[C@@]1(Cc2ccc(F)cc2)[C@H]2c3cc(C(=O)N(C)C)n(CCc4ccc(OC)c(Br)c4)c3C[C@H]2CN1C(=O)c1ccccc1
    -13.9, -0.5, -0.3, -14.2, 16.7, 2.9, x
CC(C)c1ccc(NC(=O)C2CC(=O)Nc3nc4ccccc4n32)cc1 (centres undefined)
    -1.3, -1.8, 0.0, 0.5, x, 3.0, 3.7
Cc1nc(SCC(=O)Nc2c(C)n(C)n(-c3ccccc3)c2=O)[nH]c(=O)c1Cc1ccccc1
    -3.7, -1.8, x, 5.1, -1.3, 6.6, -1.8
COc1ccc(C(=O)Nc2ccc(C(=O)OCC(=O)c3cccc4ccccc34)cc2)cc1
    2.3, 1.0, -0.1, -0.9, x, -7.2, -2.1
CCN1C[C@@H]2[C@@H]3C(=O)N(Cc4ccccc4)C(=O)[C@@H]3[C@](CC)(C1=O)N2C(=O)c1ccc(C(F)(F)F)cc1
    10.8, 7.5, 0.0, 2.4, 0.0, -2.4, x
Cc1cccc(C(=O)NC(=S)Nc2ccc(N3CCOCC3)cc2)c1
    0.7, x, -1.1, 0.5, x, -9.5, 0.7
CCCC#Cc1ccc([C@H]2[C@H]3CN(C(=O)Nc4ccccc4F)CC(=O)N3[C@H]2CO)cc1
    -23.4, x, 1.6, 1.5, x, 7.9, -0.7
O=C(CNS(=O)(=O)c1ccccc1)NCC(=O)N1CCCCC1
    2.3, 3.4, 0.2, -8.5, 0.7, 2.1, 15.0*
O=C(Nc1ccc2ccccc2c1)c1ccc2[nH]c(=O)c(=O)[nH]c2c1
    1.3, -1.1, x, -1.4, 5.6, 5.1, -7.9
Cc1ccc(NS(=O)(=O)c2ccc3c(c2)CCC(=O)N3)cc1C
    -1.5&-1.6, -1.9, -2.0&2.1, -5.4&9.8, 21.0, 6.5&-5.1, -4.3&-4.6
NC(=O)COC(=O)c1ccc(Cl)c(S(=O)(=O)N2CCN(c3ccc(F)cc3)CC2)c1
    2.8, x, 0.1, -4.7, x, -0.7, -2.1
O=C(C1CCC1)N1C[C@H]2[C@@H](c3ccccc31)[C@H](CO)N2C(=O)c1ccccc1F
    -4.1, -3.3, -0.1, -1.8, -7.6, 1.1, 3.1
CC(C)C#Cc1ccc2c(c1)O[C@@H](CN(C)C(=O)Cc1ccccn1)[C@H](C)CN([C@@H](C)CO)S2(=O)=O
    -5.2, -1.7, 4.1, 11.6, -25.7, -6.8, 2.7
COc1cccc(C(=O)NC2CCN(CC(=O)NCc3ccccc3F)CC2)c1
    0.0, x, x, -0.7, -4.4, 1.9, 2.4
CCc1nn(CC(=O)N2CCN(c3ccc(F)cc3)CC2)c(=O)c2cc3occc3n12
    -1.0, -1.0, 1.6, 1.6, 0.5, -1.4, -1.7
O=C(Cn1cc(C(F)(F)F)cc(Cl)c1=O)NCCc1ccc(Cl)cc1Cl
    0.9, x, x, 2.5, x, -1.5, -5.2

2 of the compounds above, as comma-separated lines:
mol,S100A4 MyoIIA,PglD inh,E-sel inducer,DENV2 CPE rescue,Statin myotox sup,ERp5 inh,SIRT5 inh
CC(C)N(C(=S)NCc1ccccc1)c1ccccc1,-3.4,x,x,0.3,x,-4.2,-0.8
CCC(=O)Nc1cccc(NC(=S)NC(=O)c2ccccc2)c1,1.6,x,x,-0.9,x,-2.4,-2.4

A portion of the library; rates above refer to the full screens.
